High-throughput results as filed in PubChem BioAssay.
rCAG binder: binders of r(CAG) RNA repeats, primary screen, biochemical, fluorescence | r(CAG) RNA repeat, TO-PRO-1 dye displacement fluorescence | inhibition, % at 3 µM | hit rate 1.3% among 370,000 | AID 651821, 2012;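 active = inhibition above the plate cutoff, the mean of all test compounds on that plate plus 3 SD, cut at about 35% in these data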;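 also: 0% = DMSO alone and 100% = 100 µM mitoxantrone as full dye displacement; higher means more dye released from RNA so lower well fluorescence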
TCR-CD3 inh: inhibitors of human TCR-CD3 interaction, primary screen, biochemical, fluorescence, TAMRA-labeled TCR probe; AID 651800, 2012; inhibition, % at 9.4 µM; T-cell receptor (TCR); hit rate 0.37% among 360,000; in the data active = inhibition above about 19%;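 also: recombinant mutant TCR 2C K166C tagged with TAMRA read by polarization; 0% = receptor in buffer alone and 100% = receptor with positive control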
LEDGF integ inh: blockers of LEDGF/p75-dependent integrase strand transfer – biochemical, TR-FRET, high throughput, primary screen; TR-FRET IN-LEDGF/p75 DNA integration, Eu/Cy5; inhibition, % at 3.7 µM; hit rate 0.64% among 370,000;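 active = inhibition above the screen-wide mean plus 3 SD, cut at about 13% in these data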;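 also: signal is the Cy5 over europium emission ratio at 671 and 618 nm; 0% = plate median of compound wells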
MBD2 inh: inhibitors of MBD2 binding to methylated DNA, primary screen, biochemical, TR-FRET, DNA-binding domain, human. inhibition, % at 4.4 µM. AID 686964, 2013. MBD2 binding to methylated oligonucleotide. hit rate 0.31% among 370,000. Methyl-CpG-binding domain protein 2 (Homo sapiens), Q9UBB5; in the data active = inhibition above about 13%
mABHD4 FP: ABHD4 inhibitors, primary screen, biochemical, fluorescence polarization, mouse | (Lyso)-N-acylphosphatidylethanolamine lipase (Mus musculus), Q8VD66 | hit rate 0.54% among 370,000 | purified mABHD4, FP-Rh probe fluorescence polarization | AID 720543, 2013 | inhibition, % at 8.92 µM;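 active = inhibition exceeding the mean over every tested compound plus 3 SD, cut at about 30% in these data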;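 also: 0% = plate median of compound wells and 100% = S159A mutant with DMSO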
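Assay system: mouse ABHD4 enzyme, wild type / Also added: fluorescent activity-based probe FP-Rh / Doses: single nominal dose of 8.92 µM, 0.89% DMSO final / Timing: 45 min compound pre-incubation plus 60 min probe step, 25 °C / Signal: FP readout, ex 525 nm / em 598 nm / Control set: S159A mutant/DMSO as 100%, compound-well median as 0%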
Rev-erbA mod: modulators of Rev-erb alpha DNA binding, primary screen, biochemical, FITC-DNA, fluorescence polarization, uHTS; Nuclear receptor subfamily 1 group D member 1 (Homo sapiens), P20393; Rev-erbα–FITC-DNA binding, 90 min; activity, % at 10 µM; hit rate 0.79% among 370,000; AID 1259318, 2017;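 active = activity above about 14%, limit read from the data; passing the limit was not always enough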;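 also: 0% = DMSO wells with 35 nM protein and 100% = DMSO wells with 750 nM protein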
PRMT1 inh: PRMT1 methyltransferase inhibitors, primary screen, biochemical, fluorescence polarization; recombinant PRMT1, activity-based probe fluorescence polarization; AID 652257, 2013; hit rate 1.3% among 370,000; Protein arginine N-methyltransferase 1 (Homo sapiens), Q99873; inhibition, % at 2.79 µM;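 active = inhibition above about 21% made by adding two undisclosed values, limit read from the data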
Target sequence (Q99873 whole entry, looked up): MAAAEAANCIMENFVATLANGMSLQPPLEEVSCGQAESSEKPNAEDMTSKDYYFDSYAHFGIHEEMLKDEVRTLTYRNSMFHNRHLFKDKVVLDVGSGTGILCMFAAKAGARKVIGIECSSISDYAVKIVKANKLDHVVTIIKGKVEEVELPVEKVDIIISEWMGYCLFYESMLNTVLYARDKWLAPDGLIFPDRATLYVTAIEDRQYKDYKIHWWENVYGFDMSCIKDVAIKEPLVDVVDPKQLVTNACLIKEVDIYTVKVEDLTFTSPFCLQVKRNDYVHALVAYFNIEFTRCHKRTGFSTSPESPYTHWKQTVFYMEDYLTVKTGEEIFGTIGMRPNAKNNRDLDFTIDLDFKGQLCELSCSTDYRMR
UHRF1 binding: UHRF1 methylated DNA binding inhibitors, primary screen, counter-screen for MBD2 inhibitor project, biochemical, TR-FRET, human UHRF1, single concentration; inhibition, % at 4.4 µM; E3 ubiquitin-protein ligase UHRF1 (Homo sapiens), Q96T88; UHRF1 binding to methylated oligo; hit rate 0.75% among 370,000; in the data active = inhibition above about 21%;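 also: UHRF1 SRA domain binding a hemimethylated CpG hairpin DNA probe; 0% = median of test compound wells and 100% = reference inhibitor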
HTRA1 inhibitor: HTRA1 serine protease inhibitors, primary screen, biochemical, fluorescence polarization, HTS; Q92743; recombinant HTRA1, FP-rhodamine activity-based probe; inhibition, % at 5.96 µM; hit rate 0.5% among 340,000; AID 504803, 2011; in the data active = inhibition above about 36%;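 also: 0% = enzyme with DMSO and 100% = wells lacking enzyme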
Target sequence (Q92743 whole entry, looked up): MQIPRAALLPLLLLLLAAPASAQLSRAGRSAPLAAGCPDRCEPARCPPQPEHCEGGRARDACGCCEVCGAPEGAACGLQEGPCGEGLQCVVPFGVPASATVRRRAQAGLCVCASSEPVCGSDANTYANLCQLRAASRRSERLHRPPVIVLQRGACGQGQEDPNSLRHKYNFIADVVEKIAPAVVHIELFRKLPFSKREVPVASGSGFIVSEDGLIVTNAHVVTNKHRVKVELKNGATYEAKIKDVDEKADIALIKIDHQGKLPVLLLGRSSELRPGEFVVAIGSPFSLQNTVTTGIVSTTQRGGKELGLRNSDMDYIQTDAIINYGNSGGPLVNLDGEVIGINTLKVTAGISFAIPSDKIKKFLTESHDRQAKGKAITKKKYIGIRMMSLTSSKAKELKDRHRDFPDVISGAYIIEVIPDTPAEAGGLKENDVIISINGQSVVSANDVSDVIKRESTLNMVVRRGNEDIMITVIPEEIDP
PG9 Ab binder: binders of HIV-1 gp120 antibody PG9, primary screen, biochemical, TR-FRET; hit rate 0.43% among 360,000; HIV-1 gp120 / PG9 antibody interaction; TR-FRET gp120-PG9 antibody binding; inhibition, % at 6.7 µM; in the data active = inhibition above about 8.5%
* marks the source's active call; other numbers are inactive results; . = no result given. A portion of the library, so the mix of outcomes need not match the whole.

SMILES	rCAG binder	TCR-CD3 inh	LEDGF integ inh	MBD2 inh	mABHD4 FP	Rev-erbA mod	PRMT1 inh	UHRF1 binding	HTRA1 inhibitor	PG9 Ab binder
Nc1nc2n(n1)C(c1cccc(Br)c1)CC(c1ccccc1)N2 (stereo not given)	4	4	0	-10	2	2	-1	-3	5	1.5
CCOc1cc(C(=O)Nc2ccc(S(=O)(=O)N3CCOCC3)cc2)cc(OCC)c1OCC	-1	2	-2	-1	0	-3	-2	0	-1	-1.9
COc1ccc(NC(=O)c2cccnc2NCCc2ccccc2)cc1	0	3	3	-7	0	0	-2	-6	-38	-0.3
COc1ccccc1NC(=S)N(CCCN1CCOCC1)Cc1cn(C)c2ccccc12	-3	-7	1	4	1	-2	1	2	-4	-0.6
Cc1cc(C)n(-c2nc(SCCN(C)C)c3c4c(sc3n2)CCCC4)n1	8	9	-2	6	1	-3	-1	-9	-9	0.6
CCc1nc2nc(C)cc(C)n2c1Nc1ccc(OC)cc1	2	2	-4	1	0	-3	2	-1	.	-2.8
CC(C)NC(=O)c1cccc(Br)c1	-1	1	0	2	-3	-2	-3	1	3	-0.4
Fc1ccc(-c2nc3ccc(Br)cn3c2Cc2cccc(F)c2)cc1	48*	1	5	-3	-23	-3	0	5	.	-1.4
CSc1cccc(NC(=S)Nc2ccc(F)cc2)c1	1	3	-3	2	0	4	-2	0	-8	-2.1
CC1CC(C)(C)CC2(C1)NC(=O)N(CC(=O)NCCc1ccc3c(c1)OCCO3)C2=O (stereo not given)	-8	-4	-10	1	-6	-4	5	1	0	4.8
CCCN1CCC(NC(=S)Nc2ccc(S(N)(=O)=O)cc2)CC1	-1	1	-1	6	-1	1	-5	0	0	-2.6
COc1cc2[nH]c(=O)c(C(=O)NCCCN3CCOCC3)c(O)c2cc1OC	-2	8	-3	9	-1	-6	-2	8	2	1.1
COc1cccc(CNC(=O)CCNC(=O)Cn2ccc3ccccc3c2=O)c1	5	0	-2	2	2	4	2	1	0	0.7
Cc1ccsc1C(=O)NNC(=O)c1cccc(S(=O)(=O)N2CCCC2)c1	5	9	-2	0	-5	18*	0	-1	10	1.9
Cc1cc(C)nc(SCc2ccc(C(=O)N/N=C/c3ccco3)cc2)n1	1	-3	-1	-1	-8	-1	-2	-3	-25	-0.4
CCC(C)NC(=O)Cn1cc(S(=O)(=O)N2CCCC2)c(S(=O)(=O)N2CCCC2)c1 (stereo not given)	2	7	0	-2	6	0	-1	0	2	1.4
O=C(Nc1ccc(S(=O)(=O)N2CCCC2)cc1)c1ccc(F)cc1	-1	-8	-2	0	1	-8	0	0	-1	-1.6
CCOC(=O)C1(CC)NC(c2ccco2)C2C(=O)N(CC)C(=O)C21 (stereo not given)	-4	-5	-1	-5	2	5	1	-1	7	0.3
CN1CCN(c2ccc(CNC(=O)c3ccco3)cc2)CC1	-4	-7	-4	3	-2	9	4	2	10	0.4
CC(C)CC(NC(=O)C1CCC(=O)N1)C(=O)NC(CC(C)C)C(=O)N1CCCC1C(N)=O (stereo not given)	2	3	-3	0	-3	5	0	0	6	0.1
Cc1sc(-c2ccncc2)nc1OC(=O)c1ccc(F)cc1F	-2	3	3	-1	-4	-3	0	-1	2	1.3
COc1ccc(C(=O)OCC(=O)Nc2cc(C)on2)cc1F	0	-8	3	-2	-1	-2	4	1	-7	-2.0
CCOc1ccccc1C1c2cc3c(cc2OC(C)(N2CCCC2)C1C)OCO3 (stereo not given)	-1	3	0	-4	-2	-2	2	-2	5	0.8
Cc1ccc2c(c1)N(S(=O)(=O)c1ccc(CN3C(=O)c4cccnc4C3=O)cc1)CCO2	-1	8	3	-5	-2	-1	-5	-1	3	-0.1
O=C(CSc1ccccc1C(=O)N1CCN(c2ccc([N+](=O)[O-])cc2)CC1)N1CCCC1	3	-4	-1	-1	3	3	11	-4	5	0.8
More compounds
SMILES	rCAG binder	TCR-CD3 inh	LEDGF integ inh	MBD2 inh	mABHD4 FP	Rev-erbA mod	PRMT1 inh	UHRF1 binding	HTRA1 inhibitor	PG9 Ab binder
COc1ccc(C(=O)Nc2ccc(C(=O)N3CCCC3)cc2)cc1[N+](=O)[O-]	-2	1	1	-2	-6	2	1	-1	2	-1.6
Cc1ccc(-c2cc(-c3ccc(F)cc3)n[nH]2)c(O)c1	9	-1	1	-2	-15	1	-3	-1	-29	-2.3
Clc1ccc(-c2nc3ccncc3[nH]2)cc1	2	4	1	-1	1	-5	11	11	-4	-1.0
CC(C)[C@H](NC(=O)Nc1ccc2c(c1)OCCO2)C(=O)O	1	4	-1	1	1	2	-1	-1	6	0.4
COCC(C)n1c(SCC(=O)NCCC2=CCCCC2)nc2ccccc2c1=O (stereo not given)	-9	10	-2	1	-5	6	1	0	-8	-1.1
O=C(Cc1ccc(O)cc1)N/N=C/c1cccnc1	-1	2	-2	-3	-7	-1	-2	-1	7	-2.6
COC(=O)CC1=Nc2ccccc2NC(=O)C1	2	1	2	-1	-1	-2	-1	0	-2	0.7
CC1(C(=O)Nc2cccc(C(F)(F)F)c2)Cc2c(-c3ccccc3)ccnc2O1 (stereo not given)	1	-8	-4	0	6	-1	1	1	.	-0.5
Cc1cc(=O)[nH]c(=O)n1Cc1ccccc1	-2	3	2	-6	1	-5	-4	3	0	1.5
CN1CCN(C(=O)CC2(CC(=O)O)CCCC2)CC1	-2	8	-2	4	5	-3	11	2	0	1.3
COc1ccc(Cl)c(-c2cc(C(=O)Nc3ccccc3)[nH]n2)c1	4	3	-3	0	-48	4	-3	-2	.	0.0
O=C(O)c1cccc(-c2csc(C(O)c3ccc(F)c(F)c3)n2)c1 (stereo not given)	1	1	-5	5	-1	-7	-1	1	.	-0.4
COc1ccc(NCC(=O)Nc2cc(S(=O)(=O)N3CCOCC3)ccc2N2CCOCC2)c(OC)c1	-1	0	-1	3	-5	-4	-1	-2	12	0.2
COc1ccc(CCN2C(=O)CC(NC34CC5CC(CC(C5)C3)C4)C2=O)cc1OC (stereo not given)	-8	-6	-6	3	3	1	67*	3	-1	0.2
COc1ccc(OCc2cc(C(=O)NC3CCOCC3)no2)c2ccccc12	6	2	6	-4	4	-7	0	0	-7	-1.3
O=C(CCN1C(=O)/C(=C/c2ccccc2F)SC1=S)Nc1cccnc1	3	6	-1	4	-8	-3	0	-4	-9	-0.6
O=C(CNC(=O)c1cccc(Br)c1)NCCc1nc2ccccc2[nH]1	-3	2	0	6	2	-2	0	2	-2	-0.9
Cc1ccc(C2C(C#N)=C(N)Oc3cc(C)oc(=O)c32)o1 (stereo not given)	-2	-1	-4	-3	6	-3	0	-3	3	-0.3
Cc1ccc(OCC(=O)O/N=C(\N)c2cccnc2)cc1	-4	-6	5	4	-6	-1	5	5	-6	2.5
O=C(C1CCN(c2nnc(N3CCCC3=O)s2)CC1)N1CCN(Cc2ccc3c(c2)OCO3)CC1	6	0	0	-7	-12	-1	-3	0	4	-0.1
CCn1nc(CC(=O)Nc2nnc(CC(=O)N3CCOCC3)s2)c2ccccc2c1=O	-3	3	3	3	4	1	-2	0	4	1.0
O=C(NCc1ccccn1)C1CCC(=O)N1C1CCCC1 (stereo not given)	2	-2	-3	-2	-5	-4	4	-1	5	2.0
CN(C)S(=O)(=O)c1cc(NC(=O)COC(=O)C2CSC3(C)CCC(=O)N23)ccc1Cl (stereo not given)	1	5	5	3	-2	4	-2	0	0	-2.4
CCc1cccc(C)c1NS(=O)(=O)c1cc(Br)cnc1N	2	8	0	-1	-11	2	-1	0	-7	-2.2
O=C(CN1C(=O)CCC1=O)Nc1nc(-c2ccccn2)cs1	4	-6	7	-8	-6	-4	1	1	-1	-0.4

Continued (3 carried over from the part before).
SMILES	rCAG binder	TCR-CD3 inh	LEDGF integ inh	MBD2 inh	mABHD4 FP	Rev-erbA mod	PRMT1 inh	UHRF1 binding	HTRA1 inhibitor	PG9 Ab binder
CN(C)S(=O)(=O)c1cc(NC(=O)COC(=O)C2CSC3(C)CCC(=O)N23)ccc1Cl (stereo not given)	1	5	5	3	-2	4	-2	0	0	-2.4
CCc1cccc(C)c1NS(=O)(=O)c1cc(Br)cnc1N	2	8	0	-1	-11	2	-1	0	-7	-2.2
O=C(CN1C(=O)CCC1=O)Nc1nc(-c2ccccn2)cs1	4	-6	7	-8	-6	-4	1	1	-1	-0.4
CC(=O)c1ccc(OCCNS(=O)(=O)c2ccc(-n3cnnn3)cc2)cc1	2	8	6	1	2	4	-8	2	3	-1.7
OCC1(Cc2ccc(Cl)cc2)CCN(Cc2ccc(Oc3ncccn3)cc2)CC1	-2	4	2	2	-6	-7	0	-2	.	-3.6
CS(=O)(=O)c1cnc(-c2ccccc2)nc1Sc1ccc(F)cc1	3	3	-4	2	4	17	-2	-4	-2	0.5
Cc1ccc(CNC(=O)CSc2nc3[nH]ncc3c(=O)[nH]2)cc1	-1	-8	-2	6	-3	-1	1	7	0	2.2
CCOc1ccc(-c2nnc3n2N=C(c2ccc(OC)cc2)CS3)cc1	5	1	-2	0	-1	-6	3	3	-11	2.0
COc1ccccc1NC(=O)CN1CCC(c2nc3ccccc3[nH]2)CC1	-4	0	-1	2	0	3	-5	-3	-4	-0.6
O=C(NC1CCCC1)[C@@H]1CCCN1C(=O)[C@H](Cc1cccnc1)NC(=O)N1CCOCC1	2	5	1	-6	1	7	2	-2	.	0.1
CCOC(=O)CSC1=C(C#N)C(C)C2=C(CCCC2=O)N1 (stereo not given)	-1	-7	1	3	-4	-3	10	-1	3	0.9
O=C(O)CC1(CC(=O)Nc2nccs2)CCCCC1	4	-1	0	1	0	-3	8	0	1	-1.2
COc1ccc(OC)c(CN(CC(F)(F)F)S(=O)(=O)c2ccccc2Br)c1	1	0	3	-3	-4	4	-1	-1	.	-1.3
Cc1ccc(C)c(NC(=O)CSc2nnc([C@@H](N)Cc3ccccc3)o2)c1	-4	-3	-4	2	-3	0	6	1	-3	-1.2
O=C(CSc1nnc(CNC(=O)c2c(F)cccc2Cl)o1)Nc1ccc2c(c1)OCO2	4	1	-5	-1	-2	-5	4	4	4	-1.6
CC(=O)c1cc(-c2ccc3ccccc3c2)c(=O)n2c1CCC2	5	.	0	-5	-1	0	0	-1	.	.
N#Cc1nc(Cc2ccccc2)oc1N1CCN(c2ccccc2)CC1	-5	1	0	-6	-4	-1	0	-2	-8	6.8
Cc1cc(NC(=O)c2cccc(COc3ccc(Br)cc3)c2)no1	2	0	-3	0	-2	-1	2	-2	-5	-0.3
COc1cc(/C=C/C(=O)OCC(=O)NC2CC2)cc(S(=O)(=O)N2CCc3ccccc32)c1OC	-1	2	1	4	3	3	-1	3	4	-2.3
